Source: PubChem (National Center for Advancing Translational Sciences (NCATS))
D3 antag = qHTS of D3 Dopamine Receptor Antagonist: qHTS; AID 652054, 2013; D3R cells, DiscoveRx beta-arrestin luminescence, antagonist mode; active compounds read low; D(3) dopamine receptor (Homo sapiens), P35462; max response, negative = inhibition, %; 360,000 tested, 2.5% active; in the data active = max response below about -50%; inconclusive = no clear call, values can overlap the other calls; note: % is set by controls: 0 for no effect and ±100 for the full control effect; mostly tested at two doses, the higher about 12 µM
Target sequence (P35462 whole entry, looked up): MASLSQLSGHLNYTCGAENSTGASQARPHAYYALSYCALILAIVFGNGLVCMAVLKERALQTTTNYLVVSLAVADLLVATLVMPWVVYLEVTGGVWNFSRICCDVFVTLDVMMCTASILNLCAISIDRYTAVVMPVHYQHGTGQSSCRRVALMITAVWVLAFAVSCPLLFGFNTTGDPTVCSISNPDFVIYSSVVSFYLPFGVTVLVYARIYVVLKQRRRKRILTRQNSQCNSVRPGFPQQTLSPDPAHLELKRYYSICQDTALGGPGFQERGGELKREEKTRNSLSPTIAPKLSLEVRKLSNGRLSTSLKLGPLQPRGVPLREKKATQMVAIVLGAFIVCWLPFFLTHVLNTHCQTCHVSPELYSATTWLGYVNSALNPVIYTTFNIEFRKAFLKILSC
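Cells expressing the human receptor were seeded at 1500 cells/well, incubated overnight at 37 degrees C in 5% CO2, then exposed to library compounds with dopamine controls for 90 minutes at 37 degrees C before luminescent detection.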
HT1080 IDH1KD tx = qHTS for induction of synthetic lethality in tumor cells producing 2HG: qHTS for the HT-1080-IDH1KD cell line; HT-1080 IDH1 knockdown viability, ATP luminescence, 48 h; Potency, µM (titrated, usually from 46.1 µM), for the others: top-dose activity, negative = toxicity, hits mostly cytotoxic; 360,000 tested, 2% active;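 note: potency is the fitted concentration of half-maximal effect; 0% = DMSO wells and -100% = cell-free medium wells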
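Using the IDH1-knockdown HT-1080 line run in the same batch and compound series as the NT line, viability after 48 h at 37 °C was determined by CellTiter-Glo luminescence and expressed as % activity.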
GLP-1R agonist = qHTS of GLP-1 Receptor Agonists; HEK293 GLP-1R CRE-luciferase, luminescence, 4-6 h; cells express a hypersensitive GLP-1R form; Potency, µM (top dose mostly 45.6 µM), without a hit: at the highest dose activation, hits mostly activators; 380,000 tested, 0.007% active; note: potency is the fitted concentration of half-maximal effect; % of control where 0% means no effect
Target sequence (P43220 whole entry, looked up): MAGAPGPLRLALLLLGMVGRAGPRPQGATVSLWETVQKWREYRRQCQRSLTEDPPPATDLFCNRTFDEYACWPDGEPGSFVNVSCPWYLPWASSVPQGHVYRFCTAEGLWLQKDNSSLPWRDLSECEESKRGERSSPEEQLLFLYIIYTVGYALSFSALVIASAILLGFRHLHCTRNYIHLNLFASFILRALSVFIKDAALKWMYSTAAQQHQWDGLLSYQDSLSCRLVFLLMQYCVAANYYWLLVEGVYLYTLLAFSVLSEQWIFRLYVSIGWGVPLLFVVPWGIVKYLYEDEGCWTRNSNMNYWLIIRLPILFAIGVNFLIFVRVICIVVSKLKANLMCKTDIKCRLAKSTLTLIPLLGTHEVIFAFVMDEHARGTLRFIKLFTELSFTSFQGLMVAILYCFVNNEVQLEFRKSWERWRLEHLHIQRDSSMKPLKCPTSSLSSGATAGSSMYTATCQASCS
KB-V1 MDR tox = qHTS assay for MDR1-selective chemotherapeutics: Primary screen using the drug-selected MDR subline cells KB-V1; AID 1347076, 2019; 400,000 tested, 3.4% active; KB-V1 MDR cells viability, CellTiter-Glo, 72 h; Potency, µM (series often up to 46.1 µM), without a hit: at the highest dose activity change, negative = cytotoxicity, hits mostly cytotoxic; note: potency is the fitted concentration of half-maximal effect; % is set by controls: 0 for no effect and ±100 for the full control effect; nearly all actives have a fitted effect of over 60% in size
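Luminescent ATP read-out (CellTiter-Glo, 10 min) measures survival of drug-selected KB-V1 MDR cells after 72 h, 37 degrees C compound exposure. Medium: phenol-red-free DMEM, 10% FBS. Values from fitted concentration-response curves.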
DRD3 agonist = qHTS of D3 Dopamine Receptor Agonist: qHTS; D(3) dopamine receptor (Homo sapiens), P35462; D3R DiscoveRx beta-arrestin cells, luminescence, 90 min; max activation, %; 410,000 tested, 0.58% active; in the data active = max activation above about 30%; note: 0% is about no effect; mostly tested at two doses, the higher about 12 µM
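Agonist mode: compounds and dopamine controls were applied to plated cells for 90 min at 37 degrees C after an overnight attachment at 1500 cells/well. Luminescent read-out followed 30 - 60 minutes at room temperature with DiscoveRx detection reagent.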
KB-3-1 cytotox = qHTS assay for MDR1-selective chemotherapeutics: Primary screen using the parental adenocarcinoma cell KB-3-1; KB-3-1 viability, CellTiter-Glo ATP luminescence, 72 h; Potency, µM (series often up to 46.1 µM), without a hit: top-dose activity change, negative = cytotoxic, usual class: cytotoxic; 400,000 tested, 1.4% active; AID 1347075, 2019; note: potency is the fitted concentration of half-maximal effect; % is set by controls: 0 for no effect and ±100 for the full control effect; nearly all actives have a fitted effect of over 60% in size
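KB-3-1 cells, DMEM (no phenol red) + 10% FBS; compound by pin transfer, 72 h, 37 °C. Readout: CellTiter-Glo luminescence after 10 min. Data normalized, curve-fitted.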
IL1B secr inh = qHTS for Inhibitors of Inflammasome Signaling: IL-1-beta AlphaLISA Primary Screen; THP-1 LPS/ATP IL-1B secretion, AlphaLISA, 16 h; active compounds read low; activity change, % at 57.5 µM; 360,000 tested, 4.7% active; in the data active = activity change below about -50%; inconclusive = mostly about -30% to -49%; note: % is set by controls: 0 for no effect and ±100 for the full control effect
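Secreted IL-1B measured by AlphaLISA bead assay after 16 h compound exposure of THP-1 cells; compounds (final up to 57.5 uM) added 1 h before LPS (250 ng/mL) and ATP (1.25 mM) stimulation; lower signal means less secretion.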
HT1080-NT tox = qHTS for induction of synthetic lethality in tumor cells producing 2HG: qHTS for the HT-1080-NT fibrosarcoma cell line; AID 686970, 2013; 360,000 tested, 1.6% active; HT-1080-NT fibrosarcoma viability, CellTiter-Glo ATP luminescence, 48 h; Potency, µM (top dose mostly 46.1 µM), for inactives: top-dose activity, negative = less viability, hits mostly cytotoxic;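 note: NT is the 2HG producing partner of a matched IDH1 knockdown line; potency is the fitted concentration of half-maximal effect; 0% = DMSO-treated cells and -100% = media-only wells without cells; nearly all actives have a fitted effect of over 55% in size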
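Viability by CellTiter-Glo luminescence after 48 h compound exposure at 37C of HT-1080-NT cells (750/well, RPMI, 5% FBS). % activity scaled between DMSO wells and medium-only wells, then curve-fitted and categorized by curve class.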
SW480 rerep = A quantitative high throughput screen for small molecules that induce DNA re-replication in SW480 colon adenocarcinoma cells. SW480 DNA re-replication, Hoechst DNA content imaging, 48 h. 340,000 tested, 1.8% active. Potency, µM (top dose mostly 46.1 µM), inactives show top-dose re-replication activation, most hits filed as activators. AID 624297, 2012; note: potency is the fitted concentration of half-maximal effect; % of control where 0% means no effect; nearly all actives have a fitted effect of over 55% in size
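DNA re-replication was detected as more nuclei of elevated Hoechst intensity after 48 hr exposure to compound (23 nL pinned per well of 250 cells).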
Numbers without * were called inactive; ? = inconclusive; . = no result given; & = joins results of further samples; [ ] = dose if it differs, or a comment. Unless noted, calls come from the whole dose curve; as a rule, active = well fitted curve in the direction sought with a large enough effect; inconclusive = small, poorly fitted or top-dose-only effect, or another doubt; inactive = no such curve, though single readings can be large; an effect the other way counts as inactive or inconclusive.

SMILES	D3 antag	HT1080 IDH1KD tx	GLP-1R agonist	KB-V1 MDR tox	DRD3 agonist	KB-3-1 cytotox	IL1B secr inh	HT1080-NT tox	SW480 rerep
CCOc1cccc(C(=O)N(Cc2ccc(F)cc2)C2CCS(=O)(=O)C2)c1 (stereo not given)	22.2	-2.2%	0.1%	0.0%	38.1*	-2.0%	8.8	-0.3%	-2.6%
O=C(NCCN1CCC(n2c(=O)[nH]c3ccccc32)CC1)c1ccccc1C(F)(F)F	-76.8*	7.2%	0.1%	-13.1%	-12.9	-11.6%	-21.4	0.9%	.
COCC(=O)N1CCC(Oc2ccc(C(=O)N3CCCCCC3)cc2)CC1	-9.4	0.1%	-0.1%	.	6.5	.	9.3	0.7%	1.0%
Fc1cccc(Cl)c1Cn1nnc2c(N3CCC4(CC3)OCCO4)ncnc21	-21.7	-2.3%	-10.8%	0.0%	-4.6	-2.1%	-16.9	-6.8%	-5.2%[9.22 µM]
C=CCOc1c(Br)cc(CNn2cn[nH]c2=S)cc1OC	?	-18.3%	22.7%	?	-5.8	10.0%	9.4	2.1%	-0.4%
O=C(NCc1cccnc1)c1ccc(Br)s1	-0.7	-2.4%	13.6%	23.3%	3.4	3.6%	2.5	5.6%	?
CC1=C(C(=O)Nc2ccccc2)C(c2ccc(O)cc2)N2C(=O)CSC2=N1 (stereo not given)	-27.0	0.5%	5.2%	2.2%	-2.9	-0.2%	?	-2.2%	10.1%
CS(=O)(=O)N1CCC(C(=O)NCc2ccc(Cl)cc2Cl)CC1	2.8	0.9%	0.4%	2.3%	-12.5	-3.4%	7.5	-1.4%	-0.2%
COc1ccccc1Oc1ccccc1[N+](=O)[O-]	18.4	-2.5%	5.8%	6.3%	13.0	0.9%	9.4	-10.2%	-71.0%[inhibitor]
COc1ccc(CCNC(=O)COC(=O)c2cccs2)cc1	12.2	1.7%	10.2%	?	12.4	6.6%	12.6	6.6%	?
CCCCC(=O)Nc1c2c(nn1-c1ccc([N+](=O)[O-])cc1)CS(=O)(=O)C2	7.8	0.0%	-5.3%	5.4%	4.7	12.4%	-0.7	-1.7%	-17.3%
CCCCCNC(=O)CCCCCn1c(=O)[nH]c2ccsc2c1=O	.	.	-0.9%	?	2.6	-2.0%	.	.	.
C1=CC2CCC1ON2c1ccccc1 (stereo not given)	-7.8	3.5%	1.7%	-1.1%	2.0	2.7%	7.0	12.1%	-1.0%
Cc1noc(NS(=O)(=O)c2ccc(N)cc2)c1C	9.2	12.4%	-5.4%&-3.5%&-1.9%	3.1%	21.9&-8.0&-10.2	0.0%	5.8	23.6%	-17.9%&-6.0%&-6.2%
COc1cccc(COC(=O)c2c(C)nn(-c3ccccc3)c2Cl)c1OC	1.1	5.9%	20.7%	?	1.0	-18.9%	15.3	-0.1%	-0.5%
CCc1cc(=O)oc2cc(OCC(=O)NCC3CCC(C(=O)O)CC3)ccc12 (stereo not given)	22.9	9.3%	-4.6%	?	-1.7	0.0%	-4.6	8.6%	?
COc1ccc(CC(=O)Nc2ccc(S(=O)(=O)N3CCC(C)CC3)cc2)c(OC)c1	25.8	-2.9%	13.8%	13.3%	1.3	11.7%	-9.7	-14.0%	-9.2%
Cc1ccc(CNC(=O)CC2C(=O)Nc3c2c(=O)n(C)c(=O)n3Cc2ccccc2)cc1 (stereo not given)	0.0	-12.7%	-3.7%	?	-10.3	-8.0%	0.0	-0.5%	3.0%
O=C(NCc1ccco1)C1CCN(Cc2ccc(F)cc2)CC1	15.6	-0.1%	6.0%	8.7%	-0.9	0.0%	9.4	-2.1%	-0.3%
COCc1nnc(NC(=O)CS(=O)(=O)Cc2ccccc2)s1	-14.7	7.1%	-6.7%	13.8%	-15.5	1.1%	2.3	11.2%	-5.2%
Cc1ccc(S(=O)(=O)c2ccc(Cl)cc2)cc1S(=O)(=O)N1CCN(C)CC1	1.3	-19.4%	10.1%	?	-7.5	-4.8%	2.7	-2.9%	-4.1%
Fc1ccccc1-c1nc(NCCCN2CCOCC2)c2ccccc2n1	16.1	0.1%	0.8%	?	-5.2	-0.8%	-15.6	-6.5%	-16.3%
CC(=O)c1c(C)[n+]([O-])c2ccc3c(non3O)c12	-7.6	-4.0%	-10.4%	?	-7.0	0.1%	17.2	-0.4%	-1.9%
O=C(NCC(=O)N1CCC2(CC1)NCCc1[nH]cnc12)c1ccccc1F	18.7	13.5%	2.3%	23.5%	-1.8	16.3%	14.7	0.0%	-12.2%
CCN1CCCC1CN(Cc1cc2ccc(C)cc2[nH]c1=O)C(=S)Nc1ccccc1C(=O)OC (stereo not given)	-64.8*	?	7.1%	-5.8%	-11.2	-26.4%	?	?	?
COc1ccc(N2C(c3ccsc3)=Cc3cc4c(cc3C2c2c[nH]c3ccccc23)OCO4)cc1 (stereo not given)	5.2	?	-1.7%	14.0%	1.6	?	-6.3	20.6µM*	.
O=C(CCSc1ccc(F)cc1)NNC(=O)c1ccc([N+](=O)[O-])cc1	-17.9	-5.7%	0.0%	?	-2.8	8.0%	66.3	0.7%	-1.0%
NCC(=O)CCC(=O)O	8.2	8.6%	-1.4%&-3.5%	5.4%	18.1&-12.9	0.0%	8.3	20.5%	-9.5%&-2.4%
CN1CCN(S(=O)(=O)c2cccc(C(=O)N(C)Cc3c(F)cccc3Cl)c2)CC1	-0.4	-1.4%	3.7%	2.2%	-5.4	0.4%	4.7	-4.4%	?
NS(=O)(=O)c1ccc(CCNC(=O)CCC(=O)c2cccs2)cc1	-3.3	3.7%	-2.5%	0.1%	-1.0	0.0%	25.2	8.6%	-8.2%
CC(=O)Nc1cccc(-c2cnc(N)c(C(=O)c3cccnc3)n2)c1	-24.8	-24.6%	-18.3%	-8.5%	-34.8	?	-98.7*	-24.2%	24.8%
COc1cc(CNc2ccc(CNc3ncn[nH]3)cc2)ccc1OCc1ccccc1	-6.0	-3.9%	7.3%	-14.8%	0.0	?	?	-6.3%	0.6%
O=C(O)CC1SC(=Nc2ccccc2)N(c2ccccc2)C1=O (stereo not given)	-8.0	17.5%	-13.5%	13.9%	4.3	0.4%	-2.3	22.4%	-3.0%
CCN1CCN(C(=S)NCCc2ccccc2)CC1	?	1.5%	1.0%	0.0%	-3.3	0.7%	-0.9	0.0%	-0.4%
C/C(=N\NC(=O)CCCNc1cccc(C)c1)c1ccncc1	-12.3	22.0%	-6.5%	-1.8%	2.2	-0.1%	-1.2	14.3%	-13.0%
COc1ccccc1CCNS(=O)(=O)c1c(C)n(C)c(=O)n(C)c1=O	-15.9	-4.2%	-1.5%	-0.7%	-2.0	-0.4%	3.2	2.5%	6.2%
O=C1CCC([N+](=O)[O-])C(c2ccc3c(c2)OCO3)N1 (stereo not given)	-3.1	-4.2%	-5.6%	?	8.0	-23.5%	0.0	-6.2%	-26.7%
Cc1ccc(NC(=O)C(C)OC(=O)c2ccc(NS(=O)(=O)c3ccc(F)c(F)c3)cc2)cc1 (stereo not given)	14.3	-21.5%	-9.1%	0.6%	-0.8	7.2%	?	-21.6%	-1.6%
CCNC(=S)N/N=C(\C)c1cccc(C(F)(F)F)c1	5.5	-23.8%	16.2%	?	-1.8	-8.7%	-22.6	4.8%	-2.9%
CCc1ccc(S(=O)(=O)NCc2cccs2)cc1	-64.7*	-17.1%	-0.2%	?	-4.9	-3.8%	-15.9	5.0%	-1.0%
O=C(c1cccc(F)c1)N1CCN(C(=O)c2cc(-c3ccc(Cl)cc3Cl)on2)CC1	18.4	-22.4%	11.2%	?	19.6	-15.8%	.	-0.8%	-1.6%
N#Cc1ccc(Oc2cc(C(F)(F)F)nc(-c3ccccn3)n2)cc1	38.8	?	-8.2%	?	-5.6	16.7%	-1.9	4.1%	-1.4%
CCN(CC)S(=O)(=O)c1ccc(C(=O)NCc2ccc3[nH]c4c(c3c2)CCCC4)cc1	-20.9	-14.2%	10.8%	12.1%	-3.7	3.9%	-2.3	-15.8%	?
CC(=O)c1cc2c(C)cc(=O)oc2cc1O	-24.0	0.0%	-3.3%	-5.2%	-27.5	-5.9%	-18.1	1.3%	26.5%
COc1ccc2oc(=O)cc(-c3cc4cccc(OC)c4o3)c2c1	5.0	2.6%	6.6%	3.4%	0.9	5.5%	26.2	8.4%	1.4%
COc1ccc(NC(=O)c2cc3n(n2)C(C(F)(F)F)CC(c2ccc4c(c2)OCO4)N3)cc1OC (stereo not given)	?	?	-7.3%	16.4µM*	16.3	2.2%	-28.4	-11.5%	?
Cn1c(SCc2cc(=O)[nH]c(C(C)(C)C)n2)nnc1C(F)(F)F	32.5	2.8%	-1.0%	1.6%	7.7	0.2%	21.1	4.2%	?
N#CC1=C(N)NC(SCC(=O)c2ccc(Br)cc2)=C(C#N)C12CCCCC2	24.8	-28.7%	-2.2%	16.4µM*	-3.3	?	-6.7	-6.4%	?

Just DRD3 agonist and HT1080-NT tox, for two of the compounds above:
Molecule	DRD3 agonist	HT1080-NT tox
Cc1ccc(CNC(=O)CC2C(=O)Nc3c2c(=O)n(C)c(=O)n3Cc2ccccc2)cc1 (stereo not given)	-10.3	-0.5%
COc1ccccc1CCNS(=O)(=O)c1c(C)n(C)c(=O)n(C)c1=O	-2.0	2.5%
